MMP13 inh: MMP13 (human) collagenase inhibition; MMP-13 fTHP FRET cleavage, Mca fluorescence; inhibition, % at 4 µM; 65,000 tested, 0.07% active;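 active means inhibition above the mean of compound-free control plate wells plus 3 SD, cut at about 14% in these data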;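 further: 0% = DMSO wells and 100% = wells with reference MMP-13 inhibitor after basal subtraction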
FXIa inh mix: blocks human factor XIa in pooled compound mixtures; P03951; purified FXIa, fluorogenic substrate; inhibition, % at 5 µM; 62,000 tested, 0.19% active; AID 680;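 further: each value is inhibition by a whole ten-compound pool holding the compound; 0% = enzyme with no mixture and 100% = wells lacking enzyme; strong numbers were not always called active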
JNK3 inh: JNK3 (human) kinase inhibition; inhibition, % at 8 µM; purified JNK3 kinase activity, HTS; P53779; 60,000 tested, 0.61% active; in the data active means inhibition above about 17%;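 further: 0% = DMSO and 100% = reference inhibitor; many of its hits are not listed in these tables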
AP ELISA ortho: alternative pathway complement inhibition, orthogonal assay | inhibition, % at 5 µM | AID 1235 | Human serum alternative complement pathway, LPS-coated ELISA, C3 deposition; tested in compound mixtures | 62,000 tested, 0.08% active;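 active means inhibition above 30% in each of the two pooled mixtures holding the compound, so the lower value exceeds 30%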;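 further: 0% = serum in Mg-EGTA without compound and 100% = EDTA serum blank; some compounds past the cut are filed as inactive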
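Medium: diluted human serum in Mg2+-EGTA GVB++. Assay system: human serum complement alternative pathway, C3 deposition onto LPS. Also added: Plate-bound LPS. Technique: Anti-C3 ELISA, OD 450 nm. Measure: percent inhibition. Incubation: 1 h at 37 °C. Dosing: 5 µM each compound, pools of ten, 50 µM per pool.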
Cdc25B block: human M-phase inducer phosphatase 2 inhibition. inhibition, %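 (compounds tested at 10 µM final in the well)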. recombinant Cdc25B, OMFP fluorescence Ex485/Em525. P30305. AID 368. 65,000 tested, 0.1% active; in the data active means inhibition above about 50%
Target sequence (P30305 whole entry, looked up): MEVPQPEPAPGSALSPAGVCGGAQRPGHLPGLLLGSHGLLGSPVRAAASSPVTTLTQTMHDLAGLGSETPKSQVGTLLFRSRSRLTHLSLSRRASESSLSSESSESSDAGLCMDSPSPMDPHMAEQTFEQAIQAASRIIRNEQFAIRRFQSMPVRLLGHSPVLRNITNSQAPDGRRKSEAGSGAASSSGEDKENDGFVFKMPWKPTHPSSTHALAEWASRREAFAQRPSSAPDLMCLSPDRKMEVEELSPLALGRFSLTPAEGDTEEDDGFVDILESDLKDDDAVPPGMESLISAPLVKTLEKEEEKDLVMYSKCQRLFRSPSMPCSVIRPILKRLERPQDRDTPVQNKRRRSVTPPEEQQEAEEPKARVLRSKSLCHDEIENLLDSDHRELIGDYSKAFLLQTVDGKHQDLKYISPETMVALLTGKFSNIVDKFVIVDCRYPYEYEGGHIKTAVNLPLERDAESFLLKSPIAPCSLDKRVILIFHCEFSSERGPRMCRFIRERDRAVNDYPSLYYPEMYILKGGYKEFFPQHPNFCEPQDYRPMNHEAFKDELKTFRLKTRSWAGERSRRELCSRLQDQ
MKP-1 inh: inhibitors of human MKP-1 phosphatase | recombinant MKP-1, OMFP hydrolysis fluorescence | 65,000 tested, 0.15% active | P28562 | inhibition, %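 (compounds tested at a single concentration somewhere between 10 and 100 µM)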;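 active means inhibition above about 50%, limit read from the data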;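 further: 0% = DMSO max control wells and 100% = wells with enzyme stopped by NaOH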
Target sequence (P28562 whole entry, looked up): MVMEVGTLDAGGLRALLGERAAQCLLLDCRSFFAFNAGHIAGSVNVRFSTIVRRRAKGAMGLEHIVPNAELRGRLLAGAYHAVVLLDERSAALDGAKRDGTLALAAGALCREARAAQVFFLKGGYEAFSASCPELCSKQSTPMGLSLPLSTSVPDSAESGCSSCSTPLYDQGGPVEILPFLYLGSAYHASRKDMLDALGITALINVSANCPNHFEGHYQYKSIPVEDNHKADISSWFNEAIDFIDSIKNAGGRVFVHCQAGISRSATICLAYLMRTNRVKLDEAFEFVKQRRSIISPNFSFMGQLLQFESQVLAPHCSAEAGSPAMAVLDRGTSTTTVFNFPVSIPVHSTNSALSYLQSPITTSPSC
Hsp90 inh: displaces geldanamycin probe from tumor Hsp90 | inhibition, % at 30 µM | 64,000 tested, 0.35% active | P07900 | AID 429 | NCI-N417 lysate Hsp90, Cy3B-geldanamycin FP displacement;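 active means inhibition above 50%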;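 further: 0% = tracer plus lysate wells and 100% = tracer alone without lysate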
FXIIa mix inh: factor XIIa (human) inhibition, mixture screen | purified FXIIa, fluorogenic substrate, pooled mixtures | inhibition, % at 5 µM | 62,000 tested, 0.2% active | AID 684;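 further: 0% = enzyme without compound and 100% = no enzyme blank; some results filed as inactive read as strong as hits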
A340 absorber: compounds absorbing at 340 nm. AID 708. compound absorbance at 340 nm, fold over control. 65,000 tested, under 10 active. fold change at 10 µM;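 active means at 10 µM dose, initial 340 nm absorbance at least 2 fold that of control wells; inactive means change under 2 fold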;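 further: initial absorbance extrapolated from kinetic A340 decline of NADH oxidation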
The depositor's hits bear a star; . = no result given; & = joins results of further samples. Unless noted, no stated cut-off is given here; in the data, active means inhibition above about 20% (passing the limit was not always enough); inactive means the rest.

Below each compound: MMP13 inh | FXIa inh mix | JNK3 inh | AP ELISA ortho | Cdc25B block | MKP-1 inh | Hsp90 inh | FXIIa mix inh | A340 absorber
(1) CCN(CC(=O)N1CCOCC1)S(=O)(=O)c1ccc(C)cc1
    0.7 | 0.0 | 5.0 | 20.1 | -3.7 | 31.4 | 0.6 | -19.0 | 1.02
(2) Cc1ccc(CSc2nnc(-c3cccs3)n2C)cc1
    0.5 | -4.2 | 1.7 | 5.6 | -6.0 | 18.6 | -1.6 | -14.7 | 1.01
(3) CC1(C)SCC2C(=O)N3C(CSC3(C)C)C(=O)N21 (stereo not given)
    1.6 | 6.2 | -3.3 | 2.8 | -9.1 | 3.9 | 0.7 | -5.1 | 1.04
(4) c1ccc(-n2nnnc2OCCOc2nnnn2-c2ccccc2)cc1
    -1.3 | -1.9 | 1.4 | -2.4 | -2.2 | -2.8 | -0.5 | 1.9 | 0.98
(5) COc1cccc(NC(=O)Cc2nnc(SCCOc3ccccc3)n2C)c1
    1.6 | 3.8 | 4.3 | 10.7 | -20.1 | -3.7 | -5.0 | 0.1 | 1.01
(6) COC(=O)CN1C(=O)CC(C)(C)S(=O)c2ccccc21 (stereo not given)
    2.3 | -10.3 | -8.0 | 5.3 | 8.4 | -4.3 | -2.4 | 15.9 | 0.99
(7) CC(=O)c1cccc(NC(=O)c2ccc(N(C)S(C)(=O)=O)cc2)c1
    3.7 | 4.6 | -0.6 | 11.9 | 2.3 | 2.9 | -6.3 | 1.1 | 1.04
(8) CCCc1ncc(C(O)c2cccc3ccccc23)n1C (stereo not given)
    4.5 | 0.2 | -3.4 | 6.7 | -19.5 | -1.9 | -7.7 | 4.3 | 1.03
(9) COc1ccc(CC(=O)NCc2ccccc2)cc1S(=O)(=O)N1CCOCC1
    3.3 | 2.0 | 5.0 | 4.9 | -18.0 | 5.4 | -2.8 | 2.6 | 1.01
(10) Cc1ccc(C(=O)Nc2ccc(N3CCOCC3)cc2)cc1
    0.2 | -17.1 | -3.2 | 10.6 | -2.9 | 10.1 | 0.9 | -3.7 | 1.07
(11) Cc1ccc(-c2nnn(CC(=O)NCc3ccccc3)n2)c(-n2cnnn2)c1
    2.7 | 3.3 | -4.9 | 21.8 | 4.9 | -25.3 | -4.2 | 15.7 | 0.99
(12) CCCc1cc(=O)n2[nH]c(NCc3c(Cl)cccc3Cl)nc2n1
    0.4 | 5.8 | -5.3 | 2.0 | 5.0 | -17.4 | -3.0 | 5.4 | 1
(13) Cc1ccccc1Nc1nc(N)nc(CN2CCN(c3ccccn3)CC2)n1
    4.8 | 5.4 | -5.2 | 13.6 | -6.7 | 2.0 | -1.7 | 2.5 | 1.08
(14) O=C(Cn1cnc2c(nnn2Cc2ccccc2)c1=O)c1ccc(Cl)cc1
    -6.6 | 8.3 | 5.5 | 20.6 | -12.5 | 2.7 | 1.4 | 4.2 | 0.99
(15) COc1ccc(Nc2cc(C(=O)NCCCN3CCN(C)CC3)c3ccccc3n2)c(OC)c1
    -0.7 | -5.4 | -20.3 | 10.0 | 9.4 | 3.9 | 1.6 | -3.8 | 1.06
(16) O=C(NCCCN1CCCCCC1)C1CC(=O)N(C2CCCC2)C1 (stereo not given)
    -0.7 | 5.0 | -6.6 | 13.5 | -11.9 | -6.4 | -1.8 | 6.2 | 0.99
(17) O=C(CCCn1c(SCC(=O)c2ccc(F)cc2)nc2ccccc2c1=O)NCc1ccco1
    0.9 | 7.6 | . | 16.7 | -17.6 | 30.7 | -3.6 | 2.8 | 1.03
(18) O=C(O)CC1(Cc2nc(-c3cccs3)no2)CCCC1
    0.2 | 2.0 | -14.8 | 7.0 | -1.4 | 10.4 | -1.8 | 10.5 | 1.05
(19) COc1ccc(N2C(=O)CCC(C(=O)NCCN3CCOCC3)C2c2ccc(OC)c(OC)c2)cc1 (stereo not given)
    2.2 | 6.1 | -4.4 | 8.3 | -10.5 | 4.6 | 0.0 | 0.9 | 1.06
(20) O=C(c1cccc(COCC(F)(F)C(F)F)c1)N1CCN(c2ccccc2)CC1
    -2.2 | 3.8 | 1.2 | 14.3 | -8.4 | -1.3 | -2.5 | -12.6 | 1.09
(21) CS(=O)(=O)N(CCc1ccccc1)CC(=O)Nc1ccc2c(c1)OCO2
    -4.6 | 2.3 | -2.3 | 7.3 | -0.9 | -1.3 | -2.9 | -11.4 | 1.06
(22) CCOc1ccc(C2C(C#N)=C(N)N3C(=C2C#N)Sc2ccccc23)cc1 (stereo not given)
    -14.7 | -0.4 | 1.7 | 25.7 | 5.1 | 23.9 | -4.9 | 4.6 | 1.07
(23) CC1=C(C(=O)OCc2ccccc2)C(c2ccco2)n2ncnc2N1 (stereo not given)
    -6.4 | 6.2 | -6.7 | 15.5 | -13.5 | -10.4 | 0.2 | 1.8 | 0.98
(24) Cn1c(SCC(=O)NCc2ccccc2)nnc1C1CC1
    3.5 | 2.8 | 5.0 | 30.1 | -1.3 | -13.4 | -0.7 | 1.4 | 0.99
(25) O=c1c2nnn(Cc3ccc(Cl)cc3)c2ncn1Cc1ccc(F)cc1
    4.0 | 3.3 | 0.1 | 8.0 | -5.4 | -3.9 | -2.5 | -3.0 | 0.99
(26) Cn1c(=O)oc2cc(S(=O)(=O)N3CCN(c4ccccc4)CC3)ccc21
    -3.0 | -3.2 | -1.7 | 21.6 | 3.8 | 27.6 | -2.5 | 0.0 | 0.99
(27) Cc1ccccc1C(OCCN(C)C)c1ccccc1 (stereo not given)
    5.6 | 2.8 | 0.0 | 10.5 | -3.3 | -17.3 | -0.9&0.5 | -20.5 | 0.99
(28) Cc1cccc(-n2nc3c(c2NC(=O)c2ccc(Br)o2)CSC3)c1
    4.8 | 3.9 | . | 11.2 | 36.3 | 38.9 | -5.3 | 0.4 | 1.04
(29) O=C(Oc1ccccc1)c1c(Cl)cccc1P(=O)(O)O
    7.1 | . | 6.5 | . | 17.6 | -11.8 | -1.0 | . | 1.03
(30) CCCc1nnc(NC(=O)CN2CCOCC2)s1
    1.7 | -0.8 | -3.8 | -10.0 | -7.2 | -0.9 | 2.7 | 1.8 | 0.99
(31) CC(=O)Nc1cccc(NC(=O)c2c(-c3ccccc3)noc2C)c1
    -4.8 | 0.5 | 2.6 | 16.2 | 1.7 | 1.4 | -0.5 | 4.5 | 1.04
(32) COCCOC(=O)C1=C(C)OC(N)=C(C#N)C1c1ccco1 (stereo not given)
    -29.0 | . | 3.7 | . | -0.9 | -16.0 | 1.6 | . | 1.04
(33) CC(NC(=O)c1cc2c(=O)n(C)c3ccccc3c2n1C)c1ccc2c(c1)OCCO2 (stereo not given)
    -6.2 | 3.0 | 0.9 | 15.1 | 7.5 | 16.1 | -1.9 | 9.9 | 0.98
(34) CCCc1[nH]nc2c1C(CCc1ccccc1)C(C#N)=C(N)O2 (stereo not given)
    -1.4 | 7.1 | 4.0 | -12.5 | -2.8 | 11.8 | -1.3 | -1.4 | 1
(35) Cc1cccc(Nc2nc(N)nc(CN3CCN(Cc4ccc5c(c4)OCO5)CC3)n2)c1
    -6.5 | 1.6 | 12.1 | -21.6 | 6.8 | 17.6 | -2.1 | 5.2 | 1.06
(36) O=C(Oc1nsnc1N1CCCCC1)N1CCOCC1
    3.2 | . | -1.2 | . | -9.8 | -4.3 | 0.4 | . | 1.02
(37) Cc1noc(C)c1CSc1nc2ccccc2n1C
    7.3 | -1.6 | -14.6 | 0.3 | -6.7 | 6.0 | -3.0 | 5.8 | 1
(38) Cc1ccc(C(=O)Nc2ccccc2N2CCN(C(=O)C(C)C)CC2)cc1C
    -5.4 | 4.2 | -3.9 | 15.2 | 19.0 | 7.0 | 0.5 | 6.6 | 0.99
(39) CSc1cccc(NC(=O)Cn2cccc2)c1
    0.9 | 3.8 | -1.9 | -6.0 | -8.8 | 12.0 | -3.7 | 3.5 | 1.02
(40) O=C(c1ccco1)N1CCN(c2c(-c3ccccc3)c3cc(Cl)ccc3[nH]c2=O)CC1
    -7.9 | 3.5 | 1.1 | 13.5 | -5.3 | 42.0 | -1.7 | -22.0 | 0.99
(41) COc1ccc(C2C(C(=O)Nc3cccnc3)=C(C)Nc3nc(-c4cccs4)nn32)cc1OC (stereo not given)
    7.9 | 1.5 | -4.1 | 10.4 | -25.3 | 5.2 | -1.1 | 10.2 | 1.01
(42) CCOC(=O)c1nn(-c2ccccc2)c(=O)c2c(N)scc12
    -1.1 | 8.2 | . | 21.6 | 5.8 | 19.9 | . | 2.6 | 1.04
(43) Cc1cc(C(F)F)n2nc(C(=O)Nc3ccc(S(=O)(=O)N4CCCC4)cc3)nc2n1
    3.0 | -2.8 | 4.4 | 1.0 | -5.5 | 14.0 | -5.5 | 1.4 | 1.02
(44) O=C1[C@@H]2Cc3ccccc3CN2C(=O)N1c1cccc(F)c1
    1.2 | 4.0 | -6.3 | -4.3 | -10.6 | -18.5 | -0.8 | -7.5 | 1
(45) Cc1cccc(C)c1NC(=O)C(NC=O)c1ccc(N(C)C)cc1 (stereo not given)
    1.7 | 2.1 | -2.8 | 10.9 | 4.2 | 20.1 | -4.1 | 15.8 | 1.02
(46) O=C(NCCc1cn2ccsc2n1)C1CCCCC1
    9.1 | 6.0 | -4.8 | 13.3 | -9.8 | -4.2 | -0.6 | 0.4 | 1.03
(47) CCOC(=O)NC(Nc1nc2ccccc2s1)(C(=O)OCC)C(F)(F)F (stereo not given)
    -3.8 | 5.7 | -2.0 | -4.8 | -11.0 | 27.2 | 2.7 | 2.2 | 1.03
(48) COc1cccc(Cn2nnc(C(=O)NCc3ccccc3Cl)c2N)c1
    5.4 | 6.1 | -1.6 | 13.4 | -9.7 | 8.3 | -4.2 | 0.2 | 1.05
(49) CCS(=O)(=O)NCc1csc(-c2ccccc2)n1
    1.0 | 6.8 | 3.7 | 4.1 | -16.4 | -3.4 | -4.4 | 3.6 | 1.05
(50) O=C(CSc1ncccn1)Nc1ccccc1
    1.9 | -12.7 | -0.4 | 10.1 | -15.2 | 4.4 | -0.2 | -6.3 | 1.06

3 of the entries above in order of their number in FXIIa mix inh, rising:
entry	mol	MMP13 inh	FXIa inh mix	JNK3 inh	AP ELISA ortho	Cdc25B block	MKP-1 inh	FXIIa mix inh	A340 absorber
44	O=C1[C@@H]2Cc3ccccc3CN2C(=O)N1c1cccc(F)c1	1.2	4.0	-6.3	-4.3	-10.6	-18.5	-7.5	1
43	Cc1cc(C(F)F)n2nc(C(=O)Nc3ccc(S(=O)(=O)N4CCCC4)cc3)nc2n1	3.0	-2.8	4.4	1.0	-5.5	14.0	1.4	1.02
47	CCOC(=O)NC(Nc1nc2ccccc2s1)(C(=O)OCC)C(F)(F)F (stereo not given)	-3.8	5.7	-2.0	-4.8	-11.0	27.2	2.2	1.03

(list continues)
Below each compound: MMP13 inh | FXIa inh mix | JNK3 inh | AP ELISA ortho | Cdc25B block | MKP-1 inh | Hsp90 inh | FXIIa mix inh | A340 absorber
(51) OC(COCC1CC=CCC1)Cn1cnc2ccccc21 (stereo not given)
    -0.4 | 3.6 | . | 11.7 | 0.6 | 25.9 | -3.7 | 6.0 | 1.03
(52) Cc1ccc2c(c1)NCC(C(=O)NC1CCCCC1)O2 (stereo not given)
    -0.4 | 3.2 | . | 10.7 | -0.6 | 35.5 | 3.8 | -12.9 | 1.01
(53) CC(=O)N1CSCC1C(=O)O (stereo not given)
    2.1 | 6.1 | -7.9 | -2.2 | -3.0 | 11.6 | -0.6 | 0.9 | 1
(54) O=C(Cc1cccs1)N1CCN(C(=O)C2CCCO2)CC1 (stereo not given)
    -4.2 | 10.0 | -1.8 | 22.1 | -7.5 | 25.8 | -8.1 | 9.7 | 1.01
(55) COc1ccc(NC(=O)c2cc(C3CC3)on2)c(OC)c1
    -7.1 | 4.7 | 3.8 | 6.7 | -1.1 | -21.5 | 0.8 | 5.7 | 0.98
(56) c1coc(CNc2nc3sc4c(c3c3ncnn23)CCCC4)c1
    2.6 | 6.3 | . | 13.2 | -16.9 | 29.7 | . | -16.7 | 1.06
